High-throughput results as filed in PubChem BioAssay.
SDO1 yeast rescue: restores growth of sdo1-depleted yeast; z-score at 10 µM; 140,000 tested, 0.21% active; S. cerevisiae sdo1-depleted JHY4D growth rescue, OD600 30 h; active compounds read high; pdr5 snq2 efflux-pump mutant strain; AID 817;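 active = z-score above 3 at both the 24 hr and the 30 hr optical density reads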;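 note: z-score against mean and SD of all compound wells on the same plate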
Insulin prom inh: TRM-6 insulin promoter activity inhibition; 130,000 tested, 0.9% active; inhibition, % at 2 µM; TRM-6 cells (human fetal islet line), insulin promoter-eGFP reporter, imaging; reporter expression induced with tamoxifen; AID 1273;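 active = inhibition above the mean plus 3 SD, with well images judged a real hit on visual review, cut at about 60% in these data, passing the limit was not always enough; inconclusive = inhibition over the cutoff but images rejected on review; inactive = inhibition not above the cutoff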
SDO1 yeast rescue Rescue 24 h: also measured in SDO1 yeast rescue; calls as there; z-score; S. cerevisiae sdo1-depleted JHY4D growth rescue, OD600; measured here: growth rescue at 24 h;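 0 is the plate mean of compound wells and units are plate SD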
* marks the source's active call; other numbers are inactive results; u = inconclusive; x = not tested or not shown; & = joins results of further samples.

Fields: SDO1 yeast rescue	SDO1 yeast rescue Rescue 24 h	Insulin prom inh
[1] CC1=C(C(=O)Nc2ccccn2)C(c2ccc(N(C)C)cc2)n2ncnc2N1 (configuration not stated)
 : 0.5	0.04	x
[2] COC(=O)c1ccc(-c2nc3cc(N)ccc3o2)cc1
 : 0.47	-0.71	-39
[3] CCn1cc[n+](C)c1P(c1ccccc1)c1ccccc1
 : 1.5	2.9	50
[4] Cc1ccc(Nc2nnc(SCc3cc(=O)n4cc(C)ccc4n3)s2)cc1
 : -1.2	-1.4	28
[5] CCOCCOC(NC(=O)c1ccccc1)(C(F)(F)F)C(F)(F)F
 : 0.2	0.1	x
[6] O=S(=O)(c1ccc(OCC(O)CN2CCCC2)cc1)N1CCOCC1 (configuration not stated)
 : 0.73	0.37	0
[7] O=C(OCc1ccco1)c1ccc(S(=O)(=O)N2CCCCC2)cc1
 : 0.09	0.39	-353
[8] O=C(OC(C(=O)NCc1ccc2c(c1)OCO2)c1ccc(Cl)cc1)c1ccco1 (configuration not stated)
 : -0.08	0.4	-14
[9] O=C(CCC(=O)OCc1cccc(C(=O)Oc2ccccc2)c1)Nc1cccc2ccccc12
 : -0.63	-1.3	3
[10] CN(C)c1ccc(N=Nc2ccccc2C(=O)OCC(=O)NC2CCCC2)cc1
 : -0.55	0.06	x
[11] CCN=C1SC(CC(N)=O)C(=O)N1CC (configuration not stated)
 : x	x	-8
[12] C=CCOc1ccccc1CNn1nnnc1N
 : 0.78	0.74	60
[13] Cc1ccc(C)n1-n1c(C)nc2sc(-c3ccccc3)cc2c1=O
 : -1.1	-1.4	-19
[14] O=C1CC(c2ccc(F)cc2)Sc2nc(-c3ccccc3)c(-c3ccccc3)n21 (configuration not stated)
 : -1.2	0.68	-107
[15] CC(C)NC(=O)C12CC3CC(C1)CC(n1cnc(Cl)n1)(C3)C2
 : 0.42	0.33	-5
[16] Cc1cccc(CNC(=O)c2ccccc2N)c1
 : 0.11	-0.36	-23
[17] Cn1c(SCC(=O)N2CCN(c3ccccc3)CC2)nnc1-c1ccncc1
 : -0.53	-0.72	-33
[18] Cc1ccc(-c2nc(CCN3C(=O)c4ccccc4C3=O)cs2)cc1
 : 0	0.63	45
[19] Cc1ccccc1-c1nc2sc3c(c2c(=O)o1)CCC3
 : -1.4	0.11	-53
[20] O=C(COC(=O)Cc1cccc(C(F)(F)F)c1)NCC1CCCO1 (configuration not stated)
 : 0.56	0.12	-224
[21] O=C(Nc1cccc(C(=O)N2CCOCC2)c1)c1cncc(Br)c1
 : -0.2	-0.78	-318
[22] Cc1nn(C)c(C(=O)N/N=C/c2ccc(Br)cc2)c1Cl
 : 0.7	0.46	-7
[23] C/C(CCc1ccc2c(c1)OCO2)=N\N=C1\NC(=O)CC(C(=O)Nc2ccc(Cl)cc2)S1 (configuration not stated)
 : -0.59	-0.76	7
[24] COC(=O)[C@@H](NC(=O)N(C1CCCCC1)C1CCCCC1)C(C)C
 : 0.01	2.2	x
[25] O=C(O)CSc1ccccn1
 : 0.59	0.5	-9
[26] Nc1nonc1N1CCCCC1
 : 0.65	0.48	50
[27] CO[C@@]1(NC(=O)Cc2cccs2)C(=O)N2C(C(=O)O)=C(COC(N)=O)CS[C@@H]21
 : 1.3	1.7	5
[28] O=C(Nc1cc(Cl)cc(Cl)c1)C1CCC(=O)N1Cc1ccccc1Cl (configuration not stated)
 : -0.55	-0.38	-40
[29] O=C(CC1C(=O)NC2CCCCC2N1C(=O)c1ccc(F)cc1)Nc1ccccc1 (configuration not stated)
 : 0.45	0.27	-285
[30] CCCCCN(C(=O)NC(=O)Nc1ccccc1C)S(=O)(=O)c1ccccc1
 : -0.53	-0.94	-12
[31] Nc1nc(NCCCN2CCOCC2)nc(Nc2ccc(F)cc2)c1[N+](=O)[O-]
 : -0.52	-0.37	-26
[32] CCOC(=O)c1cc(CC)sc1NC(=O)c1cc([N+](=O)[O-])ccc1N1CCOCC1
 : -0.1	-0.47	x
[33] C/C(Cl)=C/Cc1c(C)[nH]c2ccc(C)cc2c1=O
 : -0.58	0.39	27
[34] CCC(C)(C)NC(=O)c1cc(C(=O)OC)cc([N+](=O)[O-])c1
 : 0.55	-0.06	-8
[35] O=C(C(=O)N1CCc2ccccc2C1)c1cn(CC(=O)N2CCCC2)c2ccccc12
 : 0.3	-0.43	-32
[36] Cc1c(C(=O)NCc2ccccc2)oc2ccc(S(=O)(=O)N3CCCC3)cc12
 : 0.18	-0.32	x
[37] CC(NC(=O)NC1CCCCC1)C(c1cccs1)N1CCN(C)CC1 (configuration not stated)
 : 0.82	0.03	x
[38] CCc1cc2c(SCC(=O)c3ccccc3)ncnc2s1
 : 0.36	0.48	-66
[39] CCN(CC)C(=O)CSc1nc2c(sc(=S)n2Cc2ccco2)c(=O)n1-c1ccccc1
 : -0.31	-0.06	11
[40] COC(=O)c1cccc(NC(=S)NCc2ccco2)c1
 : x	x	-20
[41] Cn1nnnc1SCC(=O)NC(C)(C)C
 : 1.5	1.5	36
[42] Cn1nc(C(F)(F)F)c2cc(NC(=O)OCC(C)(C)C)sc21
 : -1.4	-1.2	-26
[43] O=C(COc1ccc2ccccc2c1)Nc1cccc2cccnc12
 : -1.6&-1.6	-0.87&-0.52	-23
[44] c1ccc2[nH]c(CSc3ncnc4c3oc3ccccc34)nc2c1
 : -1.6	-0.73	25
[45] S=c1[nH]nc(CCc2ccc(Cl)cc2)o1
 : 1.2	0.88	10
[46] CCOC(=O)c1c(C)nc(SC)c(C#N)c1-c1ccccc1
 : 0.73	1.8	x
[47] CCOCC(=O)Nc1ccc([N+](=O)[O-])cc1C
 : x	x	33
[48] C=CCNC(=S)Nc1sc2c(c1C(=O)OCC)CC(C)(CC)OC2 (configuration not stated)
 : 0.5	0.27	x
[49] CN(C)c1ccc(/C=C2/C(=O)N(c3ccc([N+](=O)[O-])cc3)N=C2N2CCOCC2)cc1
 : -0.03	-0.08	3
[50] COc1ccc(C2c3ccc4ccccc4c3Oc3ncn4nc(Cc5ccccc5)nc4c32)cc1OC (configuration not stated)
 : -0.35	0.44	-12
[51] CCOc1ccccc1NC(=O)COC(=O)CSc1ccc(Cl)cc1
 : 0.01	-0.74	8
[52] COc1ccc(-c2[nH]ncc2-c2cnc(C)s2)c(O)c1
 : 0.18	0.74	x
[53] CCN(CC)C(=O)c1ccccc1NC(=O)c1ccccc1
 : x	x	0
[54] O=C(CSc1nnnn1C1CCCCC1)N1CCCC1
 : -0.12	-0.94	45
[55] O=C(NCc1cccs1)Nc1ccc(Cl)cc1
 : -0.08	-0.84	x
[56] N#Cc1nn(-c2ccccc2)nc1N1CCCCC1
 : -0.77	-0.64	4
[57] O=C(NCCN1CCCCCC1)c1ccc(CS(=O)(=O)c2ccc(Br)cc2)o1
 : 0.53	0.56	x
[58] Nn1c(SCC(=O)NC(=O)NCc2ccco2)nnc1-c1ccc(OC(F)F)cc1
 : 0.04	-0.29	-2
[59] CC(C)CNC(=O)c1nc(-c2ccccc2)n(-c2ccccc2)n1
 : -0.34	-0.8	63
[60] Cc1ccc(S(=O)(=O)N2CCCC(C(=O)NCCCN3CCCCC3C)C2)cc1 (configuration not stated)
 : 0.35	-0.59	8

Next compounds follow:
Fields: SDO1 yeast rescue	SDO1 yeast rescue Rescue 24 h	Insulin prom inh
[61] Cn1ccnc1C(=O)c1cccc([N+](=O)[O-])c1
 : 0.48	0.02	x
[62] O=C(Cn1nc(-c2ccc(Cl)cc2)c2ccccc2c1=O)NCC1CCCO1 (configuration not stated)
 : 0.28	-0.3	38
[63] O=C(C[n+]1cccc2ccccc21)c1ccc([N+](=O)[O-])cc1
 : x	x	-200
[64] COC(=O)c1ccccc1OS(=O)(=O)N(C)C
 : x	x	35
[65] COc1cccc(N2CC(C(=O)NC3CCCCC3)CC2=O)c1 (configuration not stated)
 : -0.6	-1	x
[66] CCCCCCCSc1nsc(N)n1
 : -1.6	-0.84	-225
[67] CC(C)CC1(C)NC(=O)N(CC(=O)NC(=O)Nc2ccc3c(c2)OCCO3)C1=O (configuration not stated)
 : 0.2	-0.15	x
[68] CCOC(=O)c1cccc(NC(=O)CSc2nnnn2C)c1
 : -0.06	-0.02	-18
[69] CCc1nc(C)ccc1OC(=O)C12CC3CC(CC(C3)C1)C2
 : 0.04	-0.01	x
[70] OCCN1CCN(C(=S)Nc2ccccc2)CC1
 : x	x	67
[71] O=C(Oc1cccc2c(OC(=O)N3CCCC3)cccc12)N1CCCC1
 : -0.66	-0.56	-185
[72] CCCC1CC(C)(C(=O)Cn2[nH]c(=O)ccc2=O)OC1=O (configuration not stated)
 : -0.26	-0.98	-68
[73] CC(C)c1ccc2nc3sc(C(=O)N4CCc5ccccc5C4)c(N)c3cc2c1
 : -1.1	-0.88	x
[74] CCCn1c(NCc2cc(OC)ccc2OC)nc2ccccc21
 : 0.4	-0.34	x
[75] CCOc1ccc(C(=O)Nc2c3c(nn2-c2ccc(F)cc2)CS(=O)C3)cc1 (configuration not stated)
 : 1	2	x
[76] CN1CCN(S(=O)(=O)c2ccc(Cc3ccc(S(=O)(=O)N4CCN(C)CC4)cc3)cc2)CC1
 : 1.1	-1.1	x
[77] CN1C(=O)C(O)(CC(=O)c2ccccc2O)c2cc(Br)ccc21 (configuration not stated)
 : 0.48	0.21	x
[78] O=C(NC1(C(F)(F)F)OCCO1)c1ccc(F)cc1
 : x	x	u
[79] O=C(CC(c1ccco1)S(=O)(=O)c1ccccc1)c1ccc(F)cc1 (configuration not stated)
 : 1.6	1.5	x
[80] CC(=O)CC(=O)Nc1cccc2c1CCCC2
 : -1.1	-1.1	x
[81] Cn1c(=O)cc(OCCCC(=O)N2CCN(c3ccccc3)CC2)c2ccccc21
 : -0.83	-1.4	x
[82] O=C(O)C1CCCN1c1ncnc2c1oc1ccccc12 (configuration not stated)
 : 0.47	0.32	19
[83] Cc1cccc(NC2(C(F)(F)F)N=C(c3ccccc3)NC2=O)n1 (configuration not stated)
 : -0.39	-0.89	17
[84] CCSC1=NCCN1S(=O)(=O)c1ccc(F)cc1
 : x	x	8
[85] Cc1ccc2nc(C)cc(OCC(=O)O)c2c1
 : 0.74	0.26	x
[86] CC(=O)Nc1ccc(CN2CCc3c([nH]c4ccccc34)C2c2ccccn2)cc1 (configuration not stated)
 : x	x	17
[87] Cc1cc(C)n(-c2ccc(C(=O)Nc3ccc(N4CCOCC4)cc3)cc2)n1
 : -0.57	-0.53	x
[88] S=C(c1ccc(-c2cccc(Cl)c2)o1)N1CCOCC1
 : -1.3	-0.53	-107
[89] COc1cc(C)c(S(=O)(=O)NCc2cccs2)cc1C
 : -0.92	-0.44	-412
[90] CCN1CCc2c(C#N)c(N3CCCCC3)nc(NCc3ccccc3)c2C1
 : -2.2	-1.4	-11

Some of the entries so far, as tab-separated lines:
cpd	Structure	SDO1 yeast rescue	SDO1 yeast rescue Rescue 24 h	Insulin prom inh
58	Nn1c(SCC(=O)NC(=O)NCc2ccco2)nnc1-c1ccc(OC(F)F)cc1	0.04	-0.29	-2
59	CC(C)CNC(=O)c1nc(-c2ccccc2)n(-c2ccccc2)n1	-0.34	-0.8	63
60	Cc1ccc(S(=O)(=O)N2CCCC(C(=O)NCCCN3CCCCC3C)C2)cc1 (configuration not stated)	0.35	-0.59	8
61	Cn1ccnc1C(=O)c1cccc([N+](=O)[O-])c1	0.48	0.02	x
62	O=C(Cn1nc(-c2ccc(Cl)cc2)c2ccccc2c1=O)NCC1CCCO1 (configuration not stated)	0.28	-0.3	38

More records:
Fields: SDO1 yeast rescue	SDO1 yeast rescue Rescue 24 h	Insulin prom inh
[91] O=C1CSC(c2cccc(F)c2)N1c1ccc(O)cc1 (configuration not stated)
 : 1.2	2	-27
[92] Cc1c(C(=O)N2CCOCC2)oc2ccc(S(=O)(=O)N3CCCC3)cc12
 : 0.22	-0.52	20
[93] O=c1oc2ccccc2n1CCCOc1ccccc1
 : 1.1	1.7	29
[94] O=C1CCCC(O)=C1C=NCc1ccccc1
 : x	x	6
[95] O=C(NNc1ccc([N+](=O)[O-])cc1)C12CC3CC(CC(C3)C1)C2
 : 0.32	0.3	6
[96] CNC(=O)C1=C(C)Nc2nc3ccccc3n2C1c1cccc(OC)c1 (configuration not stated)
 : 0.28	0.07	x
[97] O=C(NCCN1CCOCC1)c1ccc(Cl)cc1[N+](=O)[O-]
 : 0.64	0.18	-7
[98] CCC1CCCCN1CCNS(=O)(=O)c1ccc2c(c1)CCN2C(C)=O (configuration not stated)
 : -0.03	-0.05	17
[99] CC1=NC(=O)C(N=Nc2ccccc2C)N1c1ccccc1 (configuration not stated)
 : x	x	44
[100] CCc1ccccc1NC(=O)CN(C)C(=O)CSc1nnc(Nc2ccc(C)cc2)s1
 : 0.34	-0.05	x
[101] O=C(c1ccccc1)c1coc2c1C(=O)c1ccccc1C2=O
 : x	x	-80
[102] Cc1ccc(C2c3c(oc4ccc(Cl)cc4c3=O)C(=O)N2CCCN2CCOCC2)o1 (configuration not stated)
 : -1.5	-0.78	x
[103] O=C1C2CC=C(Cl)CC2C(=O)N1CCCCCCN1C(=O)C2CC=C(Cl)CC2C1=O (configuration not stated)
 : 0.91	1.9	-23
[104] CCCCOC(=O)c1ccc(NC(=O)c2c(Cl)ccc(Cl)c2OC)cc1
 : -0.18	0.49	-38
[105] O=C(Nc1ccc(Br)cc1)/C(=C/c1cccc([N+](=O)[O-])c1)NC(=O)C1CCCCC1
 : -0.05	-0.07	x
[106] CCc1ccc2[nH]c(=O)c(C(c3nnnn3CCOC)N3CCN(c4ccc(F)cc4)CC3)cc2c1 (configuration not stated)
 : 0.07	0.15	-22

This is a subset. The share of hits here may be higher or lower than overall.
